DENV2 CPE rescue – inhibitors of DENV2 cytopathic effect, primary screen, cell-based, plate reader, single concentration; DENV2-infected cells, cytopathic effect rescue; CPE inhibition, % at 9.99 µM; 1.7% of 350,000 active; AID 651640, 2012; in the data active = CPE inhibition above about 20%, passing the limit was not always enough; inconclusive = no clear call, values can overlap the other calls; tested in BHK-21 cells;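 note: 0% = median of neutral control wells and 100% = median of positive control wells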
EWS-Fli inh – EWS/Fli-driven NR0B1 reporter inhibitors, primary screen, A673 cells, NR0B1 luciferase, luminescence, MLPCN library | inhibition, % at 12.6 µM | 0.67% of 350,000 active | viability-normalised;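 active = mean inhibition of at least 50% after viability correction, with every replicate also passing that limit; inconclusive = mean reaches 50% but only one of two replicates passes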;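 note: firefly luciferase signal divided by Alamar Blue viability fluorescence both relative to DMSO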
GSIS activator – GLuc luminescence reporter in INS-1E cells, primary screen for activators of glucose-dependent secretion of insulin; activation, % at 16.6 µM; INS-1E GLuc reporter insulin secretion, 2-3 h; 0.61% of 370,000 active;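 active = lowest replicate activation of at least 40%, so every replicate reaches that level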;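 note: 0% = median of neutral control wells and 100% = median of IBMX positive control wells; some compounds called inactive have numbers as strong as hits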
miR122 inh – miR-122 Renilla sensor signal increase in Huh7, primary screen, miR-122 inhibitor project, cell-based, single point, plate reader; activation (reporter increase), % at 12.5 µM; 0.3% of 340,000 active; AID 602342, 2012; Huh7 miR-122 Renilla luciferase sensor, 48 h; neutral wells = 0, positive control = 100;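 active = mean replicate activation score at least 90 and every replicate individually at or above 90; inconclusive = only one of the two criteria met; inactive = neither criterion met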;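 note: higher luciferase means less miR-122 activity so hits act as miR-122 inhibitors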
FN deposition inh – inhibitors of fibronectin matrix deposition, primary screen, AH1F cells, Alexa488-fibronectin fluorescence, plate reader; AID 743247, 2014; AH1F fibroblasts, overnight; 0.086% of 350,000 active; inhibition, % at 12.6 µM;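 active = mean inhibition across replicates of 30% or more, regardless of how many single replicates reach that level; inconclusive = mean under 30% yet at least half of replicates reach 30%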;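 note: positive control wells lacked labelled fibronectin entirely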
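Material – AH1F fibroblast monolayer, labelled fibronectin deposition · Reagent – labelled fibronectin 24 nM · Timing – 1 h adhesion, overnight exposure · Measured by – fluorescence at 485 nm excitation, 525 nm emission · Read-out – inhibition of fibronectin deposition signal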
PAX8 reporter – inhibitors of PAX8-driven TPO luciferase reporter, primary screen, RMG-I cells, single concentration; SteadyGlo, 24 h; inhibition, % at 12.6 µM; 1.2% of 360,000 active;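 active = mean replicate inhibition at least 60% with every replicate also reaching 60%; inconclusive = only one of the two criteria is met; inactive = mean below 60% and not all replicates reaching 60%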;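 note: luciferase light reporting Pax8 driven TPO promoter activity; plate controls were median of neutral control wells for no effect and mitoxantrone controls for full effect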
CFTR F508del cor – F508del CFTR correction, initial screen, CFBE line, single point; CFBE cells, YFP halide quenching; stimulated with forskolin plus potentiator P3; % fluorescence drop versus neutral controls; activity (quench increase), % at 7.58 µM; 0.36% of 350,000 active;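 active = mean added fluorescence quench of at least 8% versus neutral control, with both replicates also reaching 8%; inconclusive = only one of the mean or replicate conditions met; inactive = mean below 8% and not both replicates reaching 8%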;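 note: cells transiently co-express mutant CFTR-F508del with the halide-sensitive YFP; corrector assay measuring rescue of mutant channel to the surface after 24 h compound exposure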
* hit, by the source's call; ? = inconclusive; · = no result given; & = joins results of further samples; [ ] = dose if it differs, or a comment.

SMILES	DENV2 CPE rescue	EWS-Fli inh	GSIS activator	miR122 inh	FN deposition inh	PAX8 reporter	CFTR F508del cor
C/C(CC(=O)NCc1ccc(Cl)cc1)=N\NC(=O)Cc1ccccc1	·	·	-17	·	2	5	·
O=C(CN1CCN(S(=O)(=O)c2ccccc2)CC1)Nc1ccc(Cl)cn1	0	0	-8	0	5	-5	-1.3
Cc1cccc(NC(=O)CCC(=O)N/N=C/c2cc([N+](=O)[O-])ccc2O)c1	·	·	-12	-1	1	22	·
Cc1cc(C)c(OCCN(C)C)c(Cl)c1	-5	0	14	·	·	8	-1.4
CCN1CCN(c2ccc(S(=O)(=O)N3CCOCC3)cc2NC(=O)/C=C/c2ccc(OC)cc2OC)CC1	-2	12	-10	·	0	21	1.6
O=C(CCNC(=O)c1ccccc1Cl)Nc1ccc(S(=O)(=O)Nc2ncccn2)cc1	·	-3	2	·	-6	8	0.8
COc1ccccc1NC(=O)N[C@@H]1CC[C@H](CC(=O)N[C@H](C)c2ccccc2)O[C@H]1CO	?	1	-8	·	3	-13	2.4
CCn1c(=O)c2cc(C(=O)NC(C)C)sc2c2ccccc21	-4	-7	3	1	2	-28	1.2
CCOc1ccc(S(=O)(=O)NCCC(=O)NCCOc2ccccc2OC)cc1	-4	1	5	56	2	1	0.9
CC(CNC(=O)CN1C(=O)C(=O)N(C2CCCC2)C1=O)c1ccccc1 (configuration not stated)	-5	-1	1	1	2	-5	-0.1
CCn1nc(C)c(CN2CCN(Cc3ccc(OC)c(C)c3C)C(CCO)C2)c1C (configuration not stated)	·	·	23	-2	1	14	·
CC(C)c1ccc(S(=O)(=O)N2CCN(C(=O)CCNS(=O)(=O)c3ccccc3F)CC2)cc1	8	12	-20	-11	6	4	-7.6
COc1ccc(Cl)cc1NC(=O)CN(C)C(=O)Cc1ccc(-c2ccccc2)cc1	·	-1	-1	·	-14	4	-7.8
COC(=O)c1ccc(NC2c3ncccc3C(=O)N2Cc2cccs2)cc1 (configuration not stated)	7	6	-6	7	·	5	·
O=C(CCC(=O)NC12CC3CC(CC(C3)C1)C2)NC1CCCCC1	2	10	-7	-1	-6	0	1.2
O=C(C[C@H]1CC[C@H]2[C@@H](COC[C@H](O)CN2CC2CCOCC2)O1)NCc1ccc(Cl)cc1	-4	0	7	-5[16.7 µM]	-5	5	1.5
Cc1cccc(-c2cnc3cccnn23)c1	13	-36	19	3	2	-22	0.7
COc1ccc(C2C=C(C)Nc3ncnn32)cc1 (configuration not stated)	-1	-85	2	-12	-2	-59	-3.5
Cc1ccccc1S(=O)(=O)N1[C@H](C#N)[C@@H](c2ccc(-c3ccc(F)cc3)cc2)[C@@H]1CO	9	7	-32	·	9	5	2.2
CC(=O)c1ccc(N2CCN(C(=O)CCCn3c(=O)[nH]c4ccccc4c3=O)CC2)cc1	13	4	-4	·	-5	15	-0.6
C[C@@H]1CCCCO[C@H](CN(C)S(=O)(=O)c2ccc(Cl)cc2)[C@H](C)CN([C@@H](C)CO)C(=O)c2cc(NS(=O)(=O)c3ccc(F)cc3)ccc2O1	-11	4	-9	-11[16.7 µM]	-9	83*	-0.9
CN1CCN(CCc2cn3ncc(C#N)c3nc2-c2ccc(F)cc2)CC1	1	4	13	-2	·	-8	1.2
CNC[C@H]1Oc2cc(C#CCN(C)C)ccc2S(=O)(=O)N([C@@H](C)CO)C[C@H]1C	3	-4	1	3[16.7 µM]	5	·	-2.5
COc1cccc(-c2cnc3c(NC=O)cc(-c4ccccc4Oc4ccccc4)cn23)c1	-6	0	9	-2	3	4	1.4

Four entries out of the list, ordered by length of the SMILES, falling.
SMILES	DENV2 CPE rescue	EWS-Fli inh	GSIS activator	miR122 inh	FN deposition inh	PAX8 reporter	CFTR F508del cor
O=C(C[C@H]1CC[C@H]2[C@@H](COC[C@H](O)CN2CC2CCOCC2)O1)NCc1ccc(Cl)cc1	-4	0	7	-5[16.7 µM]	-5	5	1.5
CC(C)c1ccc(S(=O)(=O)N2CCN(C(=O)CCNS(=O)(=O)c3ccccc3F)CC2)cc1	8	12	-20	-11	6	4	-7.6
COc1ccc(Cl)cc1NC(=O)CN(C)C(=O)Cc1ccc(-c2ccccc2)cc1	·	-1	-1	·	-14	4	-7.8
CCOc1ccc(S(=O)(=O)NCCC(=O)NCCOc2ccccc2OC)cc1	-4	1	5	56	2	1	0.9

Remaining list, next part:
SMILES	DENV2 CPE rescue	EWS-Fli inh	GSIS activator	miR122 inh	FN deposition inh	PAX8 reporter	CFTR F508del cor
COc1cc(OC)c(S(=O)(=O)N2CCOCC2)cc1S(=O)(=O)N1CCOCC1	?	·	-5	·	·	1	0.2
COc1ccc(C2CC(c3ccccc3)=NN2C(=O)COC(=O)C2(C)CC2(Cl)Cl)cc1 (configuration not stated)	11	7	3	1	6	9	1.3
O=C(C[C@H]1C=C[C@@H](NC(=O)c2ccc3c(c2)OCO3)[C@H](CO)O1)NCc1ccc(F)cc1	3	3	9	·	-3	-1	1.4
COc1ccc(S(=O)(=O)Nc2ccc3c(c2)C(=O)N([C@@H](C)CO)C[C@H](C)[C@H](CN(C)CC2CCCCC2)O3)cc1	-2	-6	4	1[16.7 µM]	·	-4	-0.9
COc1cc(C#N)ccc1OCC(=O)Nc1cccc(S(=O)(=O)N2CCCC2)c1	-4	11	24	-5	6	21	0.1
CCCn1cc(CN2CCC(Cc3ccccc3)(C(=O)OCC)CC2)c(C)n1	0	12	-22	9	·	13	-1.3
Cc1ccc(C)c(C(=O)CCC(=O)NCc2ccc(Cl)cc2)c1	-4	9	-15	-6	1	1	2.6
CCn1cc(C(=O)N2CCN(c3ccccn3)CC2)c2cc(OC)c(OC)cc2c1=O	·	·	16	2	4	17	·
COCC(=O)N1CC2(C1)[C@@H](c1ccccc1)[C@@H](CO)N2CCC(F)(F)F	5	-3	9	·	1	-1	-3.1
Cc1cc(C)c(NC(=O)CS(=O)CC(=O)N2CCN(c3ccccc3)CC2)c(C)c1 (configuration not stated)	-4	6	2	-8	·	·	-2.7
CCOc1ccccc1N1CCN(C(=O)Cc2ccc(S(=O)(=O)N3CCOCC3)s2)CC1	-1	6	-13	-6	·	7	-2.5
O=C1CCCN1CCCNC(=S)Nc1ccc(Cl)cc1Cl	-4	5	4	7	·	-14	-0.8
CN1CCN(c2ccc(Cl)cc2NC(=O)CCN2C(=O)c3ccccc3C2=O)CC1	-3	1	-20	·	·	-5	3.2
COc1ncnc2c1sc1nc(-c3ccccc3)c3c(c12)CCCC3	·	·	0	·	-5	-4	·
O=C(C[C@H]1C[C@@H]2c3cc(NC(=O)C4CCOCC4)ccc3O[C@@H]2[C@@H](CO)O1)NCc1cccnc1	-1	-2	1	-2[16.7 µM]	-4	10	-0.6
Cc1nn(C)c2c(=O)c(=O)c2n(C)[nH]1	2	1	5	·	-3	-4	-1.1
CCC(=O)N1C[C@@H](C)[C@H](OC)CN(C)C(=O)c2cc(NC(=O)C3CCCCC3)ccc2OC[C@@H]1C	11	-2	-2	·	3	12	-3.0
CN1C2Cc3c(n(C)c4ccccc34)C1CC=C2CO (configuration not stated)	-7	-10	1	0	-2	-34	-0.1
COc1cccc(NC(C(=O)Nc2cccc(C(C)=O)c2)c2ccccc2)c1 (configuration not stated)	·	·	-10	48	-1	5	·
COCCNC(=O)CCCn1c(=O)c2cc(OC)c(OC)cc2n(CC(=O)Nc2ccccc2OC)c1=O	8	-5	-1	7	8	0	1.4
CCCCNC(=S)Nc1ccc(SC(F)F)cc1	-5	-19	-50	26	-20	-63	-0.4
COC(=O)C1=C(C)N(Cc2ccccc2C(F)(F)F)C(=NCc2ccc(OC)cc2)NC1c1ccccc1 (configuration not stated)	42*	8	-8	·	3	6	4.7
C=CCn1cccc(C(=O)Nc2cc(OC)c(OC)c(OC)c2)c1=O	0	-1	20	0	24	6	-1.2
COc1ccc(NC(=O)c2ccccc2N2C(=O)C3C4C=CC(C5CC45)C3C2=O)c(OC)c1 (configuration not stated)	-4	4	-3	-1	-15	-3	5.8
CC1=C(C(=O)OCc2ccccc2)C(c2ccco2)n2ncnc2N1 (configuration not stated)	-1	2	6	-1	19	13	-0.3
CCC(=O)c1c[nH]c(C(=O)N2CCN(c3ccccc3)CC2)c1	3	1	-2	·	-2	16	2.5
O=C(CSc1nc2ccccc2[nH]1)Nc1ccc(F)cc1	4	-4	2	3	2	-20	-2.2
COc1ccc(-c2nc(N/N=C(\C)c3ccc(O)cc3)c3ccccc3n2)cc1	-3	-62	33	-4	-7	-122	2.6
Cc1cccc(NC(=S)N2CCCCCC2)c1	·	·	26	·	-11	-5	·
CNC(=S)N1N=C(c2ccc(C)cc2)CC1c1cc(OC)ccc1OC (configuration not stated)	15	26	-4	·	4	27	2.3
Cc1c(OCC(=O)NC2CC(C)(C)NC(C)(C)C2)ccc2c1oc(=O)c1ccccc12	-2	-5	54	-6	2	-5	-0.8
CC(=O)Nc1ccc(C(=O)NC2CCCC2)cc1	·	·	·	0	8	2	·
CCOc1ccc(CCNC(=O)c2cc(C)nc3ccccc23)cc1OCC	-2	·	21	-2	-2	-8	3.9
COc1ccc(N2C(=O)C3CCCN3C2c2cccs2)cc1 (configuration not stated)	3	-5	·	-10	-3	0	3.2
CCc1ccccc1Nc1nc(N)nc(COC(=O)CCNS(=O)(=O)c2ccccc2)n1	2	-8	30	-1	0	-12	0.9
Cc1ccc2nc(-c3ccc(NC(=O)CSCC(=O)O)cc3)sc2c1	-5	-18	2	0	-17	-145	2.0
N#Cc1nc(-c2ccc(F)cc2)oc1N1CCC(C(N)=O)CC1	0	-13	-2	7	1	-15	5.9
COc1cccc(S(=O)(=O)N2CC[C@@H]3[C@@H](CO)Nc4ccc(-c5ccccc5OC)cc4[C@@H]32)c1	-22	5	18	51[16.7 µM]	-14	80*	0.9
CN1C(=O)c2cc(NS(=O)(=O)c3cccc(F)c3)ccc2OC[C@H]2O[C@H](CC(=O)O)CC[C@H]21	-12	-6	10	24[16.7 µM]	-16	-26	-2.7
COc1ccc(-n2nc3c(c2NC(=O)C2CC2)CS(=O)(=O)C3)cc1	5	3	24	·	-8	1	0.7
CC(NC(=O)[C@H](C)NC(=O)c1ccco1)c1ccc(S(N)(=O)=O)cc1 (some centres not stated)	-1	4	15	·	-1	7	-1.8
Cc1cc2oc(=O)cc(CN(Cc3ccccc3)Cc3ccccc3)c2cc1Cl	7	-7	-7	8	-10	-3	-0.1
O=C(C1Cc2ccccc2CN1S(=O)(=O)c1ccccc1[N+](=O)[O-])N1CCOCC1 (configuration not stated)	3	3	·	0	3	3	-3.7
O=C(/C=C/c1ccc([N+](=O)[O-])cc1)OCC(=O)N1CCCC1	-3	3	-8	-13	1	3	-0.5
O=C1NCCCC1C(=O)N/N=C/c1ccccc1O (configuration not stated)	·	·	20	·	-4	2	·
COc1ccc(C(=O)NC(=S)NNC(=O)CCc2ccccc2)cc1	11	16	0	5	·	·	1.4
COC(=O)C[C@H]1CC[C@@H]2[C@@H](COc3ccc(NC(=O)c4ccc(F)c(F)c4)cc3C(=O)N2C)O1	-3	-10	-7	-42[16.7 µM]	11	6	-0.4
CC1=C(/C=C/C(C)=C/C=C/C(C)=C/C(=O)Nc2ccc(O)cc2)C(C)(C)CCC1	-6&2	?	153*	3&-8	-6	41	0.0&1.5

Random excerpt: 2 records from the list
SMILES	DENV2 CPE rescue	EWS-Fli inh	GSIS activator	miR122 inh	FN deposition inh	PAX8 reporter	CFTR F508del cor
O=C1NCCCC1C(=O)N/N=C/c1ccccc1O (configuration not stated)	·	·	20	·	-4	2	·
COc1cccc(S(=O)(=O)N2CC[C@@H]3[C@@H](CO)Nc4ccc(-c5ccccc5OC)cc4[C@@H]32)c1	-22	5	18	51[16.7 µM]	-14	80*	0.9

Source: PubChem BioAssay
